Source: PubChem (The Scripps Research Institute Molecular Screening Center)
UHRF1 MBD2 ctr – UHRF1 methyl-DNA binding inhibition; UHRF1 binding to methylated oligo, TR-FRET; inhibition, % at 4.4 µM; 370,000 compounds, 0.75% hits; in the data active = inhibition above about 21%;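 note: UHRF1 SRA domain binding a hemimethylated CpG hairpin DNA probe; 0% = median of test compound wells and 100% = reference inhibitor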
HTRA1 inhibitor – blocks human HTRA1 serine peptidase; recombinant HTRA1, FP-rhodamine activity-based probe, fluorescence polarization; inhibition, % at 5.96 µM; 340,000 compounds, 0.5% hits; in the data active = inhibition above about 36%;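 note: 0% = enzyme with DMSO and 100% = wells lacking enzyme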
TCR CD3 inh – blocks the human TCR-CD3 interaction; TAMRA-labeled TCR probe fluorescence, biochemical; inhibition, % at 9.4 µM; 360,000 compounds, 0.37% hits; AID 651800; in the data active = inhibition above about 19%;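 note: recombinant mutant TCR 2C K166C tagged with TAMRA read by polarization; 0% = receptor in buffer alone and 100% = receptor with positive control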
TDP2 absorb – TDP2 (human) inhibition, absorbance primary screen; inhibition, % at 12.8 µM; O95551; recombinant TDP2, T5PNP hydrolysis, p-nitrophenol absorbance 415 nm; 370,000 compounds, 0.34% hits;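 active = inhibition above the mean of all tested compounds plus 3 SD, set per campaign, cut at about 25% in these data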;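 note: 0% = DMSO with enzyme and 100% = buffer with substrate but no TDP2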
Target sequence (O95551 whole entry, looked up): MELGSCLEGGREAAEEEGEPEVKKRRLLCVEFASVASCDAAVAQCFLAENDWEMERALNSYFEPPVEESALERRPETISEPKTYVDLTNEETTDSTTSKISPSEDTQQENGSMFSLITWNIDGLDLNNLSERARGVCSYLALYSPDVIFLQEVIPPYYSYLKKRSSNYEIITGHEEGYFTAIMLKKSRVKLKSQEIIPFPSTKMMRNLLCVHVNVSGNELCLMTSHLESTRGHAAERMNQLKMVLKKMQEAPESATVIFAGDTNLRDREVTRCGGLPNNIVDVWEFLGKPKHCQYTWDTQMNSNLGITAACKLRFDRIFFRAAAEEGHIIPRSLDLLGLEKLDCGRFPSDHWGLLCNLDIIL
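Read-out basis: percent inhibition. System: recombinant human TDP2. Buffer or medium: Mg2+-containing Tris-HCl buffer, pH 7.5. Repeats: single replicate. Timing: reaction 2 h, 37 °C. Benchmarks: high control without enzyme, low control DMSO plus TDP2. Probe or stimulus: 5 mM T5PNP. Doses: 12.8 µM only. Measured by: epi absorbance of p-nitrophenol freed from T5PNP by hydrolysis.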
DDE Tn7 FP inh – disrupts Tn7 cyclic peptide binding to fibrin D-Dimer-E complex; AID 720508; inhibition, % at 8.3 µM; P02675; 370,000 compounds, 0.13% hits; FP displacement of FITC-Tn7 peptide from fibrin DD(E); 0% = median of compound wells per plate;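 active = inhibition above the mean of compounds falling within the control limits plus 3 SD of them, cut at about 14% in these data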;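 note: 0% = plate median of compound wells and 100% = 10 µM Aha-Tn7 peptide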
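assay system = human clot-derived fibrin DD(E) complex | quantity = Fibrin-DD(E) at 2 µM final | timing = 10 min preincubation, 3 h with tracer, room temperature | signal = fluorescence polarization | measure = percent inhibition | benchmarks = high control wells with 10 µM unlabelled Aha-Tn7 peptide (full inhibition) | replicates = singlicate testing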
PG9 binder – binds the HIV-1 gp120 antibody PG9; TR-FRET gp120-PG9 antibody binding; inhibition, % at 6.7 µM; 360,000 compounds, 0.43% hits; in the data active = inhibition above about 8.5%
ABHD4 inh – inhibitors of mouse ABHD4. Q8VD66. purified mABHD4, FP-Rh probe fluorescence polarization. inhibition, % at 8.92 µM. 370,000 compounds, 0.54% hits;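 active = inhibition exceeding the mean over every tested compound plus 3 SD, cut at about 30% in these data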;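 note: 0% = plate median of compound wells and 100% = S159A mutant with DMSO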
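Assay system: wild-type mouse ABHD4 protein; compound: single nominal dose of 8.92 µM, 0.89% DMSO final; schedule: 45 min + 60 min at 25 °C; measured by: FP readout, ex 525 nm / em 598 nm; evaluation: % inhibition of FP-Rh probe binding versus controls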
PRMT1 FP inh – blocks human protein arginine methyltransferase 1 | Q99873 | recombinant PRMT1, activity-based probe fluorescence polarization | inhibition, % at 2.79 µM | 370,000 compounds, 1.3% hits;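 active = inhibition above about 21% made by adding two undisclosed values, limit read from the data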
LEDGF integ inh – blocks HIV-1 LEDGF/p75-dependent DNA integration; inhibition, % at 3.7 µM; TR-FRET IN-LEDGF/p75 DNA integration, Eu/Cy5; 370,000 compounds, 0.64% hits;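 active = inhibition above the screen-wide mean plus 3 SD, cut at about 13% in these data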;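 note: signal is the Cy5 over europium emission ratio at 671 and 618 nm; 0% = plate median of compound wells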
SIAE primary – human SIAE inhibition, primary screen; inhibition, % at 9.66 µM; Q9HAT2; 370,000 compounds, 0.69% hits; SIAE FP-Rh probe binding, fluorescence polarization;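 active = inhibition above a cutoff: mean of compounds within the control limits plus 3 SD of those, cut at about 17% in these data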;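 note: 0% = plate median of compound wells and 100% = probe without SIAE protein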
Target sequence (Q9HAT2 whole entry, looked up): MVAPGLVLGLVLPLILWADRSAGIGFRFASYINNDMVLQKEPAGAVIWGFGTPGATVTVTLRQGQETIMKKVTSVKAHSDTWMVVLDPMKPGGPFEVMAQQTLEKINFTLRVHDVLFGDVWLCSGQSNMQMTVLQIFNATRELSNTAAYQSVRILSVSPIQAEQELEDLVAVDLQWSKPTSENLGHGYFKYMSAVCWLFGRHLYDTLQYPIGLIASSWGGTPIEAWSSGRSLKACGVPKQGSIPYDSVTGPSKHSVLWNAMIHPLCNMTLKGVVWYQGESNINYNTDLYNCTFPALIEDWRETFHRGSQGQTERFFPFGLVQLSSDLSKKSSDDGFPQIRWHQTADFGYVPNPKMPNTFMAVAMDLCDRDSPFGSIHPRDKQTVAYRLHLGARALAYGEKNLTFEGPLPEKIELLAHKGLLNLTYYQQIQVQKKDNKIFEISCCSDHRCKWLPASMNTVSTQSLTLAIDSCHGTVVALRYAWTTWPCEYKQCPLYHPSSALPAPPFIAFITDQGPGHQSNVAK
The depositor's hits bear a star; nt = not tested or not shown.

item	SMILES	TDP2 absorb	ABHD4 inh	TCR CD3 inh	LEDGF integ inh	DDE Tn7 FP inh	UHRF1 MBD2 ctr	PRMT1 FP inh	SIAE primary	HTRA1 inhibitor	PG9 binder
1	Cc1cc(OC(=O)c2ccc(S(=O)(=O)N3CCCCC3)cc2)c([N+](=O)[O-])c(=O)[nH]1	12	1	2	0	-13	16	1	4	3	-2.5
2	CC1CCCN(C(=S)NCCc2ccccc2)C1 (centres undefined)	12	-4	-5	2	1	-2	-2	-3	6	0.4
3	O=C(NCc1ccccc1Cl)c1cccc(NC(=O)c2ccccc2)c1	0	-15	2	2	0	-2	-1	-11	-57	-1.9
4	Cc1ccccc1CN1C2=NCCN2c2ccccc21	-4	1	3	-2	0	-2	0	4	3	0.8
5	CC1Oc2ccccc2N(CC(=O)NCCCN2CCOCC2)C1=O (centres undefined)	3	5	14	3	-8	1	4	2	-6	0.1
6	COc1ccc2c(c1)O/C(=C\c1ccco1)C2=O	-10	14	10	2	-5	-6	10	2	6	-1.6
7	CC(=O)C(=Cc1cn(-c2ccccc2)nc1-c1ccccc1)C(C)=O	2	5	7	6	-11	3	-2	4	2	-2.5
8	Cc1ccccc1Cn1cc(CN2[C@@H](CC(C)C)COc3cccc(F)c3S2(=O)=O)nn1	7	-6	nt	0	-4	-4	-1	-3	nt	nt
9	Nc1c(Br)cc(Br)c(N2CCCC2=O)c1Br	1	-4	3	-1	0	1	1	-2	4	-1.1
10	COCCNc1nnnc2c1sc1nc(N3CCOCC3)c3c(c12)CC(C)(C)OC3	-13	-3	4	1	1	-1	-10	-5	3	-1.5
11	COc1cccc(Cn2c(C(C)n3c(-c4cnccn4)nc4ccccc43)nc3ccccc32)c1 (centres undefined)	-2	-4	0	0	7	0	5	0	nt	-0.6
12	CCC(=O)N1c2ccccc2-c2nnc(SC)nc2OC1c1ccc(OC)c(OC)c1 (centres undefined)	-8	-5	8	1	6	-1	-5	-2	4	-1.2
13	Cc1c(C(=O)N/N=C/c2ccc(O)c(Br)c2)sc(N)c1C#N	2	11	-1	-1	3	-5	-5	10	2	-4.0
14	CCOC(=O)C1=C(CP(=O)(c2ccccc2)c2ccccc2)NC(=O)NC1c1ccc(Cl)cc1 (centres undefined)	-6	-2	3	-2	2	1	-4	2	-15	1.3
15	COc1ccc(Cl)cc1Nc1nc(N)c2ccccc2n1	-11	3	2	-2	0	3	1	0	-25	0.5
16	COc1ccc(C(C)=O)cc1COC(=O)c1cccnc1SC	15	-4	-4	-1	5	-5	0	2	-2	-0.6
17	Cc1nc(-c2c(C(=O)NNC(=O)Nc3c(C)cccc3C)noc2C)cs1	1	-1	-4	3	3	1	1	1	2	2.6
18	C#CCOCCOCCOCCNc1nc(N2CCN(C(=O)C([C@@H](C)O)n3cc([C@@H](N)CCCCN)nn3)CC2)nc(N2CCN(C(=O)[C@H](CO)n3cc([C@@H](N)C(C)C)nn3)CC2)n1 (some centres undefined)	11	2	8	-1	1	13	-1	-4	-2	0.4
19	Cn1c(=O)c2c(nc(Oc3ccccc3)n2C)n(C)c1=O	-5	6	4	-2	-2	0	-3	0	4	1.9
20	O=C(COC(=O)c1ccc(O)cc1)NCCc1c[nH]c2ccccc12	-10	-5	4	3	-8	1	-5	4	0	0.5
21	O=C(/C(=C(\[O-])c1ccccc1)[n+]1ccc2ccccc2c1)c1ccc([N+](=O)[O-])cc1	-6	-3	-1	-1	0	1	3	-1	2	-1.8
22	COC(=O)C(NC(=O)C(CC(C)C)NC(=O)C1CCC(C)CC1)C(C)C (centres undefined)	1	3	-1	1	1	1	-4	-3	-1	-2.1
23	Cc1cc(-c2ccc(C(C)C)c(S(=O)(=O)Nc3ccccn3)c2)on1	17	1	2	0	18*	1	4	-6	-3	-2.8
24	CS(=O)(=O)Nc1ccccc1C(=O)NC1CC2CCC1C2 (centres undefined)	-4	-3	3	1	2	0	-3	1	8	0.5
25	COc1ccc(C2NC(=O)NC(C)=C2C(C)=O)cc1 (centres undefined)	-5	-4	-1	2	-1	8	0	-10	1	-2.2
26	COc1ccc(-c2nc3ccccc3n2OCC(=O)O)cc1	1	4	-4	-4	2	-1	2	3	4	0.5
27	COc1ccc(N2CCN(C(=O)Cn3nnc(-c4ccc(OC)c(OC)c4)n3)CC2)cc1	12	-3	-1	2	-2	-1	-4	-2	-2	-1.4
28	COc1ccccc1NC(=O)Cn1cc(C(=O)c2ccco2)c2ccccc21	-6	-4	8	2	-4	0	-1	-11	-16	-0.1
29	CC1=[N+]([O-])C(C)(C)N(O)C1(C)C	7	1	3	2	1	1	1	-2	5	-2.3
30	CCOC(=O)N1CCN(C(=O)CSc2nc3c([nH]c4ccccc43)c(=O)n2CCOC)CC1	7	9	0	-4	6	-1	1	1	-7	-1.3
31	Cn1ncc(Br)c1NC(=O)Nc1ccc(OC(F)(F)F)cc1	-13	-4	2	1	-7	-1	-3	-7	-2	-0.8
32	CCN1CCN(c2ncnc3sc(C)c(-c4ccccc4)c23)CC1	5	-1	0	-1	0	2	1	-1	5	-0.7
33	Cc1ccc(-n2ncc(C(=O)Nc3cc(Cl)ccc3Cl)c2C2CCNCC2)cc1	5	0	-3	-2	2	1	0	-3	0	-2.0
34	Cc1nn2c(N3CCN(C)CC3)cc(C(C)(C)C)nc2c1-c1ccccc1	-14	26	8	-2	4	1	-4	3	10	-0.9
35	CCn1cc(C(=O)N2CCCC(C(=O)c3cccc(C(F)(F)F)c3)C2)cn1 (centres undefined)	5	-3	-1	1	5	0	4	3	-2	-0.3
36	CC(=O)OC1CC2(C)C(=O)CCC2C2CCc3cc(O)ccc3C12 (centres undefined)	16	7	4	3	1	4	-4	4	-6	-0.4
37	C=CCSc1nc(Cc2ccc(Cl)cc2)nc2ccccc12	-9	-6	-2	2	2	3	2	-8	-3	3.6
38	CCCCC[C@H]1CN(C2CCCCC2)C(=O)[C@@H]1CC(=O)NCc1ccc(OC)cc1	-6	2	4	-1	-2	-2	0	-1	-31	-0.6
39	COc1ccc(CN(C(=O)c2ccc3c(c2)OCCO3)C(C(=O)NC2CCCCC2)c2ccc3ncccc3c2)cc1 (centres undefined)	5	-2	2	2	-3	-1	-4	-14	-1	-0.6
40	NS(=O)(=O)c1cc2c(cc1Cl)NC=NS2(=O)=O	2	-8	-7	1	-2	3	-2	5	3	-1.7
41	COc1ccc(S(=O)(=O)n2oc(=O)cc2-c2ccccc2)cc1	-11	3	0	-2	1	2	1	-4	4	-0.9
42	Cc1cccn2cc(-c3ccc4c(c3)NC(=O)CO4)nc12	15	3	-5	1	3	0	3	12	1	1.9
43	COc1cc2[nH]c(=O)n(CCCCCC(=O)NCCc3c[nH]c4ccccc34)c(=O)c2cc1OC	6	0	1	-3	2	1	-3	-1	-5	-0.9
44	Cn1cccc1/C=N/NC(=O)c1sc2cc(Cl)ccc2c1Cl	-3	0	9	0	0	-5	-3	-1	nt	-0.4
45	COC(=O)[C@]12C[C@H](CC(=O)NCc3cccs3)C(=O)N(Cc3ccc4c(c3)OCO4)C1=C[C@H](COCc1ccccc1)O[C@@H]2C	2	-6	7	1	4	-2	2	4	nt	-1.2
46	Cc1cc(OC(=O)c2c(C)cc(O)cc2O)cc(O)c1C(=O)O	1	-12	-5	2	-1	1	7	-2	-25	-4.0
47	CC(C)(C)c1ccc(NC(=O)N2CCCN(c3ccc([N+](=O)[O-])cn3)CC2)cc1	10	0	-2	-3	9	-1	-3	-1	-3	0.8
48	O=C(C/C=N\OCc1ccc(Cl)cc1Cl)Nc1ccccc1	-3	-2	2	-3	0	0	-2	-6	-12	-1.9
49	c1ccc(COc2ccc(Nc3ncnc4nc[nH]c34)cc2)cc1	1	5	4	1	3	-2	1	13	13	-1.0
50	O=C(Nc1nccs1)c1ccc2sc([C@H]3C[C@H](O)[C@@H](CO)O3)nc2c1	-9	4	2	-2	-2	2	4	0	nt	-1.7
51	O=C(NCCc1ccccc1)OCc1cn(Cc2ccc(F)cc2F)nn1	1	3	nt	3	-2	2	4	2	nt	nt
52	COc1ccc(N(C(=O)c2ccco2)C(C(=O)NC2CCCC2)c2ccc(C)cc2)c(OC)c1 (centres undefined)	-6	0	16	2	-8	0	3	3	2	-0.6
53	CCC(C(=O)NC(C)(C)C)N(C(=O)Cn1nnc(-c2ccccc2F)n1)c1cccc2c1CCCC2 (centres undefined)	7	-2	5	2	-5	-1	-1	3	6	0.4
54	COc1ccccc1-c1ccc([C@@H]2C[C@H]3[C@H](CON3C)CN2S(=O)(=O)c2cc(Cl)cc(Cl)c2)cc1	-1	-3	-1	-3	-6	-2	-1	2	nt	-0.2

Arranged by length of the SMILES (rising): three of the compounds above
item	SMILES	TDP2 absorb	ABHD4 inh	TCR CD3 inh	LEDGF integ inh	DDE Tn7 FP inh	UHRF1 MBD2 ctr	PRMT1 FP inh	SIAE primary	HTRA1 inhibitor	PG9 binder
48	O=C(C/C=N\OCc1ccc(Cl)cc1Cl)Nc1ccccc1	-3	-2	2	-3	0	0	-2	-6	-12	-1.9
51	O=C(NCCc1ccccc1)OCc1cn(Cc2ccc(F)cc2F)nn1	1	3	nt	3	-2	2	4	2	nt	nt
54	COc1ccccc1-c1ccc([C@@H]2C[C@H]3[C@H](CON3C)CN2S(=O)(=O)c2cc(Cl)cc(Cl)c2)cc1	-1	-3	-1	-3	-6	-2	-1	2	nt	-0.2
